Mcl1 Noxa PPI: Mcl-1/Noxa interaction inhibition; TR-FRET Mcl-1/Noxa peptide binding, 2 h; inhibition, % at 21.7 µM; Q07820; 1.5% of 220,000 active;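 active = compounds that cut the protein-peptide binding signal by more than 50% relative to plate controls in a single-dose test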;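 note: His-tagged Mcl-1 with rhodamine Noxa BH3 peptide and terbium anti-His antibody; 0% = Mcl-1 plus Noxa peptide wells and 100% = peptide-only wells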
Bcl-W Bim block: human Bim-Bcl-W interaction inhibition. Q92843. bead-based flow cytometry, Bim peptide-Bcl-W binding. inhibition, % at 10 µM. 0.02% of 190,000 active;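 note: 0% = bound tracer without compound and 100% = peptide blocker; higher means less fluorescent Bim peptide bound to Bcl-W beads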
Target sequence (Q92843 whole entry, looked up): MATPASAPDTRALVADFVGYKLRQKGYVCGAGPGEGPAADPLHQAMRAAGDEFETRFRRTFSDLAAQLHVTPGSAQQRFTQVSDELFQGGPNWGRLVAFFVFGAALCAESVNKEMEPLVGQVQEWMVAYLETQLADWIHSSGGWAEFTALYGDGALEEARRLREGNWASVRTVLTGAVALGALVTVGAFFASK
Bcl-B Bim block: human Bim-Bcl-B interaction inhibition | bead-based flow cytometry, Bim peptide-Bcl-B binding | Q9HD36 | inhibition, % at 10 µM | 0.073% of 190,000 active | AID 951;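 note: 0% = tracer peptide without compound and 100% = reference inhibitor peptide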
Target sequence (Q9HD36 whole entry, looked up): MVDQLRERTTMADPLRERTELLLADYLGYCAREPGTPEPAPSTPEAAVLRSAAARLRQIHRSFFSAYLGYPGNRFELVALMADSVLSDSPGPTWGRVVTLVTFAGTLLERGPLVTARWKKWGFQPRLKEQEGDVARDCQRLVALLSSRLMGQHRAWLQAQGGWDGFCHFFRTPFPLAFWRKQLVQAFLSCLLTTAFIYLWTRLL
Mcl1 Bid PPI: Mcl-1/Bid interaction inhibition. TR-FRET Mcl-1/Bid-Dy647 peptide binding, 1536-well. inhibition, % at 21.7 µM. 0.97% of 220,000 active. Q07820. AID 1021;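 active = compounds that cut the binding signal by more than half at the single screening dose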;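 note: His-tagged Mcl-1 with europium anti-His antibody binding Bid BH3 peptide; 0% = Mcl-1 plus peptide wells and 100% = peptide-only wells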
Bim-Mcl-1: human Bim-Mcl-1 interaction inhibition. Bead-based flow cytometry, Bim peptide-Mcl-1 binding. AID 1009. Q07820. 0.1% of 190,000 active. inhibition, % at 10 µM;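 note: 0% = no compound tracer wells and 100% = peptide blocker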
Bim-Bfl-1: inhibitors of Bim-Bfl-1 interaction, human. Q16548. 0.12% of 190,000 active. inhibition, % at 10 µM. Bead-based flow cytometry, Bim-Bfl-1 binding inhibition;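 note: 0% = wells without compound plus tracer and 100% = blocker peptide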
Bcl-XL Bim block: human Bim-Bcl-XL interaction inhibition. Bim peptide-Bcl-XL binding, bead flow cytometry, fluorescence. inhibition, % at 10 µM. 0.04% of 190,000 active. AID 1007
Target sequence (Q07817 whole entry, looked up): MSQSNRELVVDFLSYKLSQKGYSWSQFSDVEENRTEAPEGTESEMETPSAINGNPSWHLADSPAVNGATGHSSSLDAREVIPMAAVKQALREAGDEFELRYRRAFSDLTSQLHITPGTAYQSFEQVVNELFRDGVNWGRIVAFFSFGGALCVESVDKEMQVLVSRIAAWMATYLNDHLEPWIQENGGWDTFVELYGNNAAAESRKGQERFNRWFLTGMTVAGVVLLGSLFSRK
Bcl-2 Bim block: disrupts Bim peptide binding to human Bcl-2 | P10415 | Bead-based flow cytometry, Bim peptide-Bcl-2 binding | inhibition, % at 10 µM | 0.06% of 190,000 active; in the data active = inhibition above about 40%; inconclusive = no clear call, values can overlap the other calls;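 note: 0% = no compound wells with probe peptide and 100% = reference peptide inhibitor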
Target sequence (P10415 whole entry, looked up): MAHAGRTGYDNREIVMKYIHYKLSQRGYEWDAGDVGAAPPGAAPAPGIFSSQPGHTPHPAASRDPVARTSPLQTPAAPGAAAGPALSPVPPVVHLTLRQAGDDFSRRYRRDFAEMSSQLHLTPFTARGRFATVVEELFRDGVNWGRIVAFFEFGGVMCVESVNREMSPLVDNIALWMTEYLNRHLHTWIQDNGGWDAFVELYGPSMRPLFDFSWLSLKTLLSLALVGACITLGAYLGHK
RGS7-Gao: modulates binding of RGS7 to human Galphao; Multiplexed bead flow cytometry; actives lie on both sides; P09471; binding response (% of control), % at 10 µM; 0.35% of 220,000 active; in the data active = binding response below about 49% or above about 150%; inconclusive = no clear call, values can overlap the other calls; inactive = in between;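 note: fluorescent Galphao held in activated GDP-AlF4 state binding bead-coupled RGS7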
RGS8-Gao: modulates binding of RGS8 to human Galphao; P09471; multiplexed bead flow cytometry; actives lie on both sides; response (percent of control binding), % at 10 µM; 0.34% of 220,000 active; AID 1423; in the data active = response below about 60% or above about 140%; inactive = in between;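 note: Galphao activated as the GDP aluminium fluoride complex binding bead-coupled RGS8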
RGS4-Gao reg: human RGS4-Galphao interaction regulation; P09471; Multiplexed bead flow cytometry, RGS4-Galphao binding; actives lie on both sides; binding response (% of control), % at 10 µM; 0.33% of 220,000 active; AID 1415; in the data active = binding response below about 49% or above about 150%; inactive = in between;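 note: fluorescent Galphao activated with aluminum fluoride binding bead-coupled RGS4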
The depositor's hits bear a star; ? = inconclusive; nt = no result given. Cut-off read from the data, not from the text of the source, unless noted: active = inhibition above about 40%.

SMILES	Mcl1 Noxa PPI	Bcl-W Bim block	Bcl-B Bim block	Mcl1 Bid PPI	Bim-Mcl-1	Bim-Bfl-1	Bcl-XL Bim block	Bcl-2 Bim block	RGS7-Gao	RGS8-Gao	RGS4-Gao reg
Cc1ccc(NC(=O)Cn2nnc(C(=O)Nc3ccc(C)c(C)c3)c2N)cc1	-3	0	-4	1	1	-7	-10	-3	121	121	111
COCCCNC(=O)c1ccc(C(=O)NCCCOC)cc1	-22	4	3	-64	17	1	4	9	100	103	99
CC(C)N(C(=O)CSc1nnc(-c2ccc3c(c2)OCO3)n1C)C(C)C	16	-1	1	3	-5	5	-2	-1	94	92	95
O=C(Nc1nc(-c2cc(Cl)sc2Cl)cs1)c1ccc(Br)s1	8	16	26	-8	19	13	12	28	100	101	100
CC(=O)c1ccc(N(C(=O)Cn2nnc(-c3ccccc3)n2)C(C(=O)NC2CCCCC2)c2ccccn2)cc1 (centres undefined)	-10	-1	-3	-25	-2	0	0	-2	104	104	102
CCC(=O)Nc1nnc(-c2ccc(OC)cc2)o1	1	-2	-8	-13	-1	-12	-6	-7	102	100	100
CC(CCc1ccccc1)NC(=O)COC(=O)c1cc(NS(=O)(=O)c2ccc(Cl)c([N+](=O)[O-])c2)ccc1O (centres undefined)	-6	-1	-5	-86	-3	0	-6	-3	99	102	103
Clc1ccc(OCc2noc(-c3ccsc3)n2)c(Cl)c1	10	nt	nt	-9	nt	nt	nt	nt	?	104	105
O=C(NCc1ccc(Cl)cc1)c1ccc(CNc2c(N3CCCC3)c(=O)c2=O)cc1	4	nt	nt	-17	nt	nt	nt	nt	?	124	122
Cc1ccccc1NC(=O)NNC(=O)OC(C)(C)C	-17	-1	-5	-17	-2	-5	-3	-3	96	97	100
CC1CCN(CCCCOc2cccc(Br)c2)CC1	26	-3	-2	29	-3	0	-6	-1	101	95	101
COc1ccc2c(CC(=O)OCC(=O)N3CCc4ccccc43)coc2c1	5	0	1	-5	0	0	0	3	103	103	102
CCCOc1ccc(C2C(C#N)=C(N)Oc3nc[nH]c(=O)c32)cc1OC (centres undefined)	1	0	-7	-36	2	-12	-4	-1	98	100	98
Cc1nnc(OCC(=O)NCCC2=CCCCC2)c2ccccc12	8	-1	-11	1	-4	-15	-8	-5	101	98	99
CN1CCn2c1nc(N1CCCCC1)nc2=O	0	0	-9	-40	-1	-14	-2	-7	105	102	104

An excerpt from further up, as a working copy:
SMILES	Mcl1 Noxa PPI	Bcl-W Bim block	Bcl-B Bim block	Mcl1 Bid PPI	Bim-Mcl-1	Bim-Bfl-1	Bcl-XL Bim block	Bcl-2 Bim block	RGS7-Gao	RGS8-Gao	RGS4-Gao reg
COc1ccc2c(CC(=O)OCC(=O)N3CCc4ccccc43)coc2c1	5	0	1	-5	0	0	0	3	103	103	102
CCCOc1ccc(C2C(C#N)=C(N)Oc3nc[nH]c(=O)c32)cc1OC (centres undefined)	1	0	-7	-36	2	-12	-4	-1	98	100	98
Cc1nnc(OCC(=O)NCCC2=CCCCC2)c2ccccc12	8	-1	-11	1	-4	-15	-8	-5	101	98	99
CN1CCn2c1nc(N1CCCCC1)nc2=O	0	0	-9	-40	-1	-14	-2	-7	105	102	104

New compounds follow.
SMILES	Mcl1 Noxa PPI	Bcl-W Bim block	Bcl-B Bim block	Mcl1 Bid PPI	Bim-Mcl-1	Bim-Bfl-1	Bcl-XL Bim block	Bcl-2 Bim block	RGS7-Gao	RGS8-Gao	RGS4-Gao reg
COc1ccc(NS(=O)(=O)c2ccc(N/N=C(\C)c3ccncc3)c([N+](=O)[O-])c2)cc1	19	0	-4	-45	-5	0	-4	0	101	102	101
O=C(CSc1nc2nc3c(cc2c(=O)n1-c1ccccc1)CCCC3)Nc1cccc2ccccc12	-12	-3	-10	-44	-3	-9	-3	-2	92	100	91
COC(=O)C1=CN(CC2CCCO2)C=C(C(=O)OC)C1c1cccc(O)c1 (centres undefined)	10	0	-5	-39	-2	-5	-2	-2	99	99	94
Cc1ccc(S(=O)(=O)NCCC(=O)Oc2ccc3ccc(=O)oc3c2)cc1	14	nt	nt	-13	nt	nt	nt	nt	?	100	102
O=c1[nH]ncn1-c1ccccc1C(F)(F)F	-2	0	-3	-23	1	-1	0	-1	88	95	92
COc1ccc(OC(=O)CCc2c[nH]c3ccccc23)cc1	15	6	1	-10	0	10	2	4	100	98	102
Cn1c(=S)[nH]c2[nH]c(=O)cnc2c1=O	16	10	10	4	8	8	11	6	97	101	100
CCN(CC)C(=O)CN(c1cccc(C(F)(F)F)c1)S(C)(=O)=O	14	3	-2	-13	0	-14	0	-5	98	103	105
CC1(C)Cc2c(sc(/N=C/N3CCCC3)c2C#N)C(C)(C)N1	-2	0	-3	-11	0	0	0	4	99	101	100
COc1cccc(N=C2SC(CC(=O)Nc3ccccc3)C(=O)N2Cc2ccccn2)c1 (centres undefined)	7	-9	-11	-17	-3	-8	-9	-9	?	99	100
Cc1cccc(NC(=O)c2cc([N+](=O)[O-])ccc2N2CCN(C)CC2)c1	10	-1	0	-17	0	-4	-2	0	?	104	102
O=C(CN(C1CCCCC1)S(=O)(=O)c1ccc(Cl)cc1)NCc1ccncc1	15	-1	1	7	0	0	-1	1	108	105	106
Cc1cc(NC(=O)c2cc(S(=O)(=O)N3CCCCC3)ccc2C)n(-c2ccccn2)n1	9	0	0	40	1	-1	1	0	97	101	96
CCOc1ccc(C2CC(c3ccc(CC)cc3)Nc3nc(N)nn32)cc1 (centres undefined)	1	12	4	-27	3	-4	0	2	106	105	109
Cc1cc(C(=O)CSc2nc(N)cc(=O)[nH]2)c(C)n1-c1cccc(F)c1	8	-7	-11	-43	-2	-3	-7	-6	101	104	101
O=c1cc(CN2CCN(c3ccccn3)CC2)nc2sccn12	3	-2	-7	3	-1	-5	-2	-2	102	100	100
N#Cc1c(NC(=O)CCC(=O)O)sc2c1CCCCC2	45	2	-10	5	0	2	0	1	105	106	105
COc1cc(C(=O)NNC(=O)c2ccoc2C)cc(OC)c1OC	12	-3	-6	-33	-2	-10	-5	-6	98	104	100
CSc1ccc(CN2CCCC(CNC(=O)c3ccc(F)cc3)C2)cc1 (centres undefined)	20	-4	0	-45	-2	0	0	2	101	104	99
CCCNC(=O)CSc1nnc(C)s1	0	-2	-1	-7	-3	0	-6	0	97	102	103
Cc1cc([N+](=O)[O-])nn1CCCC(=O)N1CCN(c2ccc(F)cc2)CC1	11	-4	-5	-5	-1	-2	-5	-4	100	104	104
Cc1c(N2C(=O)SC(CC(=O)O)C2=O)c(=O)n(-c2ccccc2)n1C (centres undefined)	-1	-8	-16	-7	-11	-25	-15	-14	95	98	97
Cn1nc(C(=O)N2CCN(C(c3ccccc3)c3ccccc3)CC2)c2ccccc2c1=O	-6	nt	nt	-15	nt	nt	nt	nt	?	104	111
CC(C)(C)OC(=O)CC[C@@H](C(=O)N1CCN(C(=O)OC(C)(C)C)CC1)n1cc(C(CO)NC(=O)OC(C)(C)C)nn1 (some centres undefined)	4	1	-2	4	0	-5	3	-5	101	100	101
O=C(c1ccc(Cl)cc1Cl)C1(n2cncn2)Oc2ccccc2C1O (centres undefined)	4	9	-6	-20	-1	-3	-2	-3	120	110	111
CN1CCN(C(=S)C(=O)Nc2ccc(Br)cc2)CC1	21	-2	-48	-13	-6	19	-11	-4	?	87	99
CC(=O)Nc1cccc(-c2nc3ccccc3s2)c1C	12	-2	-4	-4	-2	-6	-2	-6	101	104	103
CCCCCCSc1nsc(NC(C)=O)n1	-16	-1	0	-48	-3	0	-1	0	101	101	99
O=C(Nn1cnnc1)C(Sc1ccccc1)c1ccccc1 (centres undefined)	-3	0	0	-21	0	-3	-2	1	97	104	99
Cn1ccnc1C(=O)c1cc(SCC(=O)NCc2ccccc2)nc2ccccc12	0	0	-17	-26	-2	1	-4	-4	108	97	102
CCOc1ccccc1N/C=C/C(=O)C(C)(C)C	6	-1	-11	-19	-2	-17	-1	-8	100	97	98
CC(C)OCCCNC(=O)C1CCC(CNS(=O)(=O)c2ccccc2)CC1 (centres undefined)	14	-1	-5	-4	-5	0	-3	-2	101	104	102
Cc1ccccc1NC(=O)CSCC(=O)Nc1ccccc1C	2	3	-6	-19	-1	-10	6	-6	102	100	100
COc1cccc([C@@H]2Oc3ccc(OC)cc3C(=O)[C@H]2OC(=O)Nc2cc(OC)c(OC)c(OC)c2)c1	-6	-2	-2	4	-3	1	-2	0	98	102	102
O=C(CCc1nc(-c2ccccc2F)no1)NC1CCCCC1	nt	-2	-2	-25	2	3	6	1	94	95	96
COc1ccc(NS(=O)(=O)Cc2ccccc2)cc1OC	1	-3	0	-21	0	0	0	0	104	109	105
N#CSCC(=O)c1cccc2ccccc12	22	-6	-14	-3	-7	-6	-7	-9	88	86	88
CNC(=O)c1[nH]cnc1C(=O)Nc1ccc(Cl)cc1	-16	nt	nt	-13	nt	nt	nt	nt	?	98	98
COc1cc(NC(=O)COC(=O)CC(C)(C)C)c(C)cc1[N+](=O)[O-]	12	-2	-3	-6	2	-10	-4	-5	93	104	96
CCOC(=O)c1nn(-c2ccccc2C)c(=O)c2c(N)scc12	28	0	-17	-40	-3	5	-4	1	103	97	99
CCn1c(CSc2nc3ccccc3s2)nc2ccccc21	10	2	3	-18	2	-10	-4	0	101	98	97
COc1cccc(N2CCN(C(c3ccccn3)c3nnnn3C(C)(C)C)CC2)c1 (centres undefined)	23	7	2	-27	4	3	0	7	103	102	104
CCCCN(CC)C(=S)Nc1ccc2nc3n(c(=O)c2c1)CCCCC3	4	-4	-9	-47	-6	0	-6	-2	104	104	100
CCN(C(=O)Cc1ccccc1OC)c1nnc(-c2ccncc2)s1	4	-1	-3	13	1	1	2	0	101	104	100
O=C(O)CCC(=O)Nc1ccccc1C(=O)Nc1ccccc1	20	0	0	5	0	0	-4	-7	103	102	104
CCOC(=O)c1ccccc1NC(=O)CSc1nncn1C	-10	0	0	-10	0	0	-3	-1	87	84	86
CCn1c(SCC(=O)OC)nnc1-c1ccncc1	12	-2	-3	2	0	-1	-5	-3	89	72	86
Cc1ccccc1NC(=O)CSCCO	-5	-2	-3	-14	-4	0	-6	-4	103	99	100
Cc1ccc(OCC(=O)N2CCOCC2)cc1C	1	-4	-6	-9	-4	-2	-6	-5	108	106	106
COc1ccc(S(=O)(=O)N2CCc3ccccc32)cc1C(=O)OCc1c(C)noc1C	-12	5	-9	-20	0	-14	-9	-9	102	102	101
Cc1ccc(S(=O)(=O)NCCC(=O)N2CCN(Cc3ccccc3)CC2)cc1	17	1	-8	-24	-10	-12	-14	-6	94	102	101
COc1cccc(-c2nnc(NC(=O)c3ccc4ncsc4c3)o2)c1	20	-5	-32	-4	0	0	-2	-1	97	91	100
COc1nc(Nc2cccc([N+](=O)[O-])c2)nc(OC)n1	-12	0	0	-1	0	-7	3	-5	101	111	102
CCOC(=O)c1c(NC(=O)CSc2nnc(-c3ccccc3)n2CC)sc(C(C)=O)c1C	39	7	-6	25	12	1	0	3	100	99	101
O=C(O)c1cccc(Cn2cccn2)c1	-8	2	-4	-6	1	-14	-3	-4	102	105	106
COCCCNC(=O)CN(c1cc(Cl)ccc1OC)S(C)(=O)=O	-8	0	-2	-34	1	-5	0	-1	101	102	100
Cc1ccc(N2CC(C(=O)Nc3nnc(SCC(=O)Nc4nc(C)cs4)s3)CC2=O)cc1 (centres undefined)	26	-4	-10	-18	-3	-15	-6	-9	99	103	99

Screens as filed in PubChem BioAssay.
